ELG1 repair inh – inhibitors of ELG1-dependent DNA repair in HEK293T cells; HEK293T ELG1-luciferase reporter, luminescence, 16 h; DNA damage induced by 5-fluorouridine; 2.3% of 330,000 active; Potency, µM (titrated, usually from 46.1 µM), inactives show at the top dose activity change, negative = inhibition, most hits filed as inhibitors; AID 504467; further: potency means the concentration at half of the fitted maximal effect; on the % scale 0 is the no-effect control and ±100 the full control effect; nearly all actives have a fitted effect of over 55% in size
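Overnight (16 hr) co-exposure of 2,000 cells/well to 5-fluorouridine and compound at 37 °C preceded detection. Luciferase was quantified via ONE-Glo luminescence; loss of signal denotes inhibition.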
BRCA1 expr act – activators of BRCA1 expression; MCF7-BRCA1-FFLuc reporter, luminescence, 48 h; response scale: scaled: vehicle 0%, 10 µM genistein 100%; Potency, µM (doses to about 46.1 µM), without a hit: at the top dose activation, hits mostly activators; 1.1% of 380,000 active; further: potency means the concentration at half of the fitted maximal effect; nearly all actives have a fitted effect of over 80% in size; some results filed as inactive show a strong effect at the top dose
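MCF7-BRCA1-FFLuc, 2000 cells/well; 2 h attach, 37 °C/5% CO2; compound 48 h; luciferase substrate 15 min; luminescence end-point. Norm. to genistein 10 microM max activation and DMSO; concentration-response curves fitted.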
TCR activator – activates T cell receptor signaling; primary human leukocytes, anti-CD3, IL-2 HTRF, 48 h; 330,000 tested, under 10 active; Potency, µM (titrated, usually from 9.22 µM), inactives show at the highest dose activation of IL-2 secretion, usual class: activators; further: % of control where 0% means no effect
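Primary human leukocytes were stimulated with a-CD3 beads plus compounds for 48 hr without co-stimulation; secreted IL-2 was quantified by HTRF using a-IL-2-K (europium cryptate) and a-IL-2-d2, excited at 320nm with acceptor emission read at 665nm.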
AT treatment – potential ataxia-telangiectasia treatment; […] A-T fibroblasts, KAP-1 phosphorylation AlphaLISA; neocarzinostatin DNA damage 30 min before lysis; Potency, µM (doses to about 57.5 µM), for inactives: at the highest dose activation, hits mostly activators; 0.19% of 320,000 active; AID 485349; further: potency means the concentration at half of the fitted maximal effect; % of control where 0% means no effect; nearly all actives have a fitted effect of over 45% in size
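hTERT-immortalized A-T patient fibroblasts ([…]), 500 cells/well in OPTI-MEM, 1% FBS, got compounds for 60 min, then NCS for 30 min at 37C. Lysates were then assayed for phospho-KAP-1 by AlphaLISA (anti-pKAP1 donor, anti-KAP1 acceptor beads), 6 hr at 25C.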
B2AR arrestin – beta2AR (human) beta-arrestin recruitment activity; Potency, µM (doses to about 46.1 µM), without a hit: at the highest dose activation, hits mostly activators; P07550; beta-arrestin recruitment to beta2AR, cell-based reporter; 0.02% of 330,000 active;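 further: potency means the concentration at half of the fitted maximal effect; 0% = DMSO controls and full agonism = EC100 isoproterenol or metaproterenol; nearly all actives have a fitted effect of over 65% in size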
Target sequence (P07550 whole entry, looked up): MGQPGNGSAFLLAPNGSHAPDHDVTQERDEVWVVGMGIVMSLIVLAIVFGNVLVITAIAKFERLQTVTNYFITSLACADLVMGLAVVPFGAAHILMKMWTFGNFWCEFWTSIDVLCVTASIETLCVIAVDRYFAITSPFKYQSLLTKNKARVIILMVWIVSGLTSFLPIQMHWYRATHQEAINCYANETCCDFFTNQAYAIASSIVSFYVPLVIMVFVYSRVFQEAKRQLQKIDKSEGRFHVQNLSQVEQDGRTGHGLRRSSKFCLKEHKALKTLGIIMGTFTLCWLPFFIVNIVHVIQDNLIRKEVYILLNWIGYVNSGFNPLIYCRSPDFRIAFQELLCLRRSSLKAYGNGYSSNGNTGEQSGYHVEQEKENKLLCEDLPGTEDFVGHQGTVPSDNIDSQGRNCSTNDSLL
CXXC DNA block – blocks binding of human MLL CXXC domain to DNA; AID 2662; MLL-CXXC / FITC-HOXA9 DNA fluorescence polarization; Q03164; 0.037% of 290,000 active; Potency, µM (doses to about 115 µM), inactives show at the highest dose activity change, negative = inhibition, most hits filed as inhibitors; active means well fitted inhibition curve with a large enough effect in the polarisation, with a control signal flat, not every such curve was filed as active; inconclusive means small, poorly fitted or top-dose-only effect, or effect the other way, or a change in a side signal; inactive means no such curve, though single readings can be large or run the other way; the % refers to the polarisation; further: potency means the concentration at half of the fitted maximal effect
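Purified MLL-CXXC (added from a 7 uM solution) was preincubated 5 min at ambient with pinned compounds in 50 mM Tris-HCl pH 7.5, 50 mM NaCl, 1 mM DTT, 0.05% BSA. Fluorescein-labeled HOX-A9 DNA (50 nM solution) followed, 30 min, then polarization read.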
PTAP TSG101 blk – blocks PTAP/TSG101 interaction to inhibit HIV-1 budding; Q99816; Fluorescence polarization, FITC-PTAP peptide / Tsg101 binding; Potency, µM (highest dose often 115 µM), inactives show top-dose activity change, negative = inhibition, usual class: inhibitors; 340,000 tested, under 10 active; AID 493005; active means well fitted inhibition curve with a large enough effect in the main read-out, with a control signal flat, not every such curve was filed as active; inconclusive means small, poorly fitted or top-dose-only effect, or effect the other way, or a change in a side signal; inactive means no such curve, though single readings can be large or run the other way; further: potency means the concentration at half of the fitted maximal effect; % of control where 0% means no effect
Target sequence (Q99816 whole entry, looked up): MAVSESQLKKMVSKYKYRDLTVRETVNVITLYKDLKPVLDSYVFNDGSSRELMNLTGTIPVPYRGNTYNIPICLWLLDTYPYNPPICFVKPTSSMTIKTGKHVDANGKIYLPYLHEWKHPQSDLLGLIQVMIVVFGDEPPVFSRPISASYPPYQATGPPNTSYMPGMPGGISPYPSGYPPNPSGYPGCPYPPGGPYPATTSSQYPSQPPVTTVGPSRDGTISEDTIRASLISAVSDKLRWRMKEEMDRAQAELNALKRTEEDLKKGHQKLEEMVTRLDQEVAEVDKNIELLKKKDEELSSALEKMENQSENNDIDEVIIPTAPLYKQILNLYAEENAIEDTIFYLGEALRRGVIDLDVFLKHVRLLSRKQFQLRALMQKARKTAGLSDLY
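Tsg101 binding domain (10 uM final) was mixed with compound and a FITC-labeled PTAP peptide (50 nM final) in HEPES pH 7.5 buffer with NaCl, Tween 20, EDTA and TCEP; fluorescence polarization was read after 20 min at r.t.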
p53 reactivator – mutant p53 re-activation in reporter cells; H1299 p53-A138V BP100-luciferase reporter, luminescence, 24 h; Potency, µM (doses to about 92.2 µM), inactives show top-dose activity change, positive = activation, most hits filed as activators; AID 504706; 0.063% of 320,000 active; further: potency means the concentration at half of the fitted maximal effect; % of control where 0% means no effect; nearly all actives have a fitted effect of over 45% in size
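H1299 (p53-null), stable ts p53-A138V + BP100-Luc; 1000 cells/well, Opti-MEM/10% FBS; cpd 4 pt, 1:5; 24 h, 37 deg C, 5% CO2; detection reagent 10 min RT; luminescence.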
a7 integrin act – integrin-mediated muscular dystrophy alleviation activation | Potency, µM (top dose mostly 38.3 µM), for inactives: at the top dose activation, usual class: activators | alpha7betagal myoblasts, beta-gal FDG fluorescence, 48 h | 0.064% of 350,000 active;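 further: potency means the concentration at half of the fitted maximal effect; 100% = response of the positive control SU9516; nearly all actives have a fitted effect of over 60% in size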
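alpha7betagal+/- myoblasts (passage 13, 250/well) treated 48 h at 37C with compounds at 1:260 dilution of DMSO stock. Lysed, then beta-galactosidase activity read as FDG fluorescence (ex 480/em 540) after 30 min, with pre-read for autofluorescence.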
TRPV1 agonist – human TRPV1 agonism. AID 540275. 0.19% of 320,000 active. activation, % at 8.33 µM. Q8NER1. TRPV1-expressing cells, Fluo-8 calcium influx, agonist mode; in the data active means activation above about 80%; inconclusive means between about 30% and that limit; further: 0% is about no effect
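Cells expressing TRPV1 were dye-loaded with Fluo-8 and read kinetically: 10 s baseline, 3 min after compound (agonist portion), then 2 min after EC20 capsaicin (allosteric enhancer portion). Calcium-bound dye fluorescence at 480/520 nm.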
Starred values were filed as active, the others as inactive; u = inconclusive; x = no result given; & = joins results of further samples; [ ] = dose if it differs, or a comment. Unless noted, the call rests on the fitted dose curve; in most records, active means well fitted curve in the direction sought with a large enough effect; inconclusive means small, poorly fitted or top-dose-only effect, or another doubt; inactive means no such curve, though single readings can be large; an effect the other way counts as inactive or inconclusive.

SMILES	ELG1 repair inh	BRCA1 expr act	TCR activator	AT treatment	B2AR arrestin	CXXC DNA block	PTAP TSG101 blk	p53 reactivator	a7 integrin act	TRPV1 agonist
CC1=CC(c2ccccc2)n2nc(N3C(=O)c4ccccc4C3=O)nc2N1 (configuration not stated)	14%	1%	-2%	-3%	-0.1%	5%	-6%	8%	8%	-1
CCCC(=O)Nc1nnc(Sc2ccc(N(C)C)cc2)s1	4%	16%	5%	2%	-0.1%	11%	-3%	-2%	0%	4
COc1ccc(C2=NN(C(=O)c3ccccc3)C(c3cccc([N+](=O)[O-])c3)C2)cc1 (configuration not stated)	u	-21%	-11%	-8%	-1.1%	3%	-5%	-2%	-10%	2
Cc1c(C(=O)NCCSCc2cccc(C(F)(F)F)c2)cnn1-c1ccc(F)cc1	u	-10%	-20%	5%	0.5%	-1%	-5%	-2%	12%	x
COc1ccc(C(=O)NCCS(=O)(=O)NC2CCCC2)cc1	u	-15%	0%	-1%	4.6%	x	-7%	1%	-2%	-2
Fc1ccccc1-c1n[nH]c(=S)n1C1CC1	3%	x	x	-2%	-0.2%	0%	x	-7%	x	3
Cc1ccc(NC(=O)CSc2ccc(-c3ccccn3)nn2)c(C)c1	21µM*	2%	-2%	25%	3.1%	-22%	1%	8%	-9%	6
Cc1cc(Cl)n2c(nc3ccccc32)c1C#N	21µM*	-78%	1%	0%	0.0%	13%	0%	-18%	-65%[inhibitor]	2
CCOC(=O)N1CCN(C2CC(=O)N(c3ccc(Oc4ccccc4)cc3)C2=O)CC1 (configuration not stated)	u	3%	-3%	2%	-0.1%	-6%	-4%	-6%	u	14
COc1cc(OC)c(C(=O)OCC(=O)c2cc(C)n(CC3CCCO3)c2C)cc1OC (configuration not stated)	-26%	34%	7%	0%	-0.1%	-9%	1%	-2%	-33%	-1
CCN(CC(=O)NCc1ccc(F)cc1)C(=O)Cc1ccc(OC)cc1	10%	-6%	5%	3%	0.0%	-5%	0%	-5%	-34%[inhibitor]	5
O=C(O)c1cc2cccc(S(=O)(=O)N3CCCCC3)c2cc1O	15%	-20%	-13%	7%	0.0%	-2%	-5%	1%	0%	0
Cc1nc(NC(=O)COC(=O)C2CC3CCCC(C2)C3=O)c(Cl)cc1Cl (configuration not stated)	7%	-15%	3%[46.1 µM]	-6%	-0.1%	x	-4%	2%	23%	x
CC(C)CN(CC(C)C)S(=O)(=O)N1CCC(C(=O)NCc2ccco2)CC1	-14%	-11%	3%	-1%	0.3%	-1%	-4%	-1%	-25%	u
CCOC(=O)/C(C#N)=C\C1=C(N2CCCC2)CC(C)(C)OC1	9%	1%	6%[46.1 µM]	x	-0.3%	-12%	-2%	-15%	23%	8
O=C(Nc1cccc(-c2cn3cccnc3n2)c1)c1ccc2c(c1)OCO2	u	4%	-1%	-2%	0.3%	23%	-6%	12%	-1%	4
Cc1ccc(NC(=O)CN(C)C(=O)c2cccc(-n3cccc3)c2)cc1	4%	22%	-12%	1%	-0.3%	x	-1%	-2%	-3%	3
CC(C)(C)OC(=O)C[C@H]1C/C=C\C[C@@H](CC(=O)N(CCO)Cc2ccccc2)C(=O)N2CCC[C@H]2COC1=O	23µM*	10%	-6%	-15%	4.8%	x	-2%	-1%	17%	x
CC(=O)NC(Cc1c[nH]c2ccccc12)C(=O)N1CCN(S(=O)(=O)c2ccccc2)CC1 (configuration not stated)	6%	-4%	-1%	-4%	0.0%	x	-1%	-3%	-5%	0
COc1ccc(NC(=O)CN2C(=O)NC(C)(c3ccccc3)C2=O)c(OC)c1 (configuration not stated)	0%	2%	-2%	-4%	0.4%	-9%	-2%	-2%	-5%	-5
Cc1ccc(C)c(NC(=S)N2CCCCC2CO)c1 (configuration not stated)	10%	-12%	-9%	-3%	-0.1%	-10%	-6%	0%	-5%	-3
O=C(Nc1ccc(Cl)c(Cl)c1)N(CCCN1CCOCC1)Cc1cccnc1	13%	-5%	0%	-8%	0.0%	-5%	-3%	-2%	-8%	2
Cc1ccc(C)c(N2N=C(C(=O)Nc3ccc(N4CCOCC4)cc3)CCC2=O)c1	10%	u	1%	0%	-0.2%	x	-8%	10%	-16%	6
CCS(=O)(=O)c1ccc(O)c(NC(=O)CC2(CC(=O)O)CCCC2)c1	6%	1%	7%	-6%	-0.1%	-1%	0%	-2%	21%	1
Cc1ccc(SCc2cc(=O)[nH]c(/N=C(\N)Nc3ccc(C)c(C)c3)n2)cc1	-1%	-33%	-3%	-3%	u	14%	2%	2%	20%	5
C=CCn1c(NC(=O)c2ccc(C)cc2)c(C#N)sc1=N	u	-45%	-8%	5%	0.0%	1%	-5%	-7%	28%	5
Nc1c(N(C(=O)Nc2ccc(Cl)c(Cl)c2)C2CCCC2)c(=O)[nH]c(=O)n1Cc1ccccc1	-12%	-76%	1%	6%	-0.1%	29%	-1%	-3%	6%	1
CC(=O)NC(NC(=S)Nc1ccc(C)cc1C)C(Cl)(Cl)Cl (configuration not stated)	3%	-16%	0%	-2%	-0.9%	8%	-4%	-1%	43%	-4
Cn1c(-c2ccc(F)cc2)cnc1SCC(=O)Nc1ccccc1	u	27%	-3%	-4%	0.1%	-6%	1%	-2%	-12%	u
COCCn1c(SCC(=O)Nc2ccccc2OC)nc2ccccc2c1=O	-11%	-14%	3%	9%	-1.3%	-8%	-2%	-21%	0%	4
COC(=O)c1ccccc1NC(=O)Cn1c(CCC(=O)O)ccc1-c1cccs1	0%	-5%	2%	-1%	0.1%	1%	-8%	-3%	0%	0
CCCC(C(=O)Nc1ccc(S(=O)(=O)N2CCOCC2)cc1)c1ccccc1 (configuration not stated)	u	-38%	-10%	5%	-0.1%	x	-3%	2%	10%	u
CN(C)CCCN=C(NO)c1ccc(Cl)cc1Cl	-6%	-1%	-6%	0%	-0.1%	-3%	1%	-2%	-13%	0
Cc1cc(C(=O)CSc2nnc(CCC(N)=O)n2C)c(C)n1C1CC1	11%	-5%	-9%	-9%	-0.1%	x	2%	-1%	20%	-2
CC(=O)Nc1ccc(NC(=O)CC(c2ccccc2)c2ccccc2)cc1	-7%	-9%	-1%	1%	6.9%	-1%	-3%	12%	-9%	6
CCOC(=O)Cn1cnc2c(nnn2Cc2ccc(Cl)cc2)c1=O	21%	16%	-4%	7%	2.9%	-2%	-3%	-4%	-3%[7.66 µM]	17
C[C@]12CCC(=O)C[C@@H]1CC[C@@H]1[C@@H]2CC[C@]2(C)C=CC[C@@H]12	x	-5%	-5%	x	-0.4%	-2%&-3%	-3%	x	x	u
CN(C)CCCN(C(=O)C1=COCCO1)c1nc2ccc(Br)cc2s1	14%	-45%	0%	1%	-0.3%	8%	-6%	u	-50%[inhibitor]	2
Cc1ccc(S(=O)(=O)NCCNC(=O)C2CCCNC2=O)cc1 (configuration not stated)	4%	-3%	2%	-4%	-0.2%	-2%	-8%	8%	19%	0
CCNS(=O)(=O)c1ccc(CCC(=O)NCCc2ccc(OC)cc2)cc1	10%	-22%	10%	5%	0.0%	30%	-4%	1%	-9%	0
Cc1sc2ncnc(Sc3ccccc3C(=O)O)c2c1C	7%	-37%	3%	-4%	0.0%	-9%	-4%	3%	-6%	-3
CN(C)c1cc(-c2ccc(F)cc2)oc(=O)c1Cl	-7%	-33%	3%	-6%	-0.5%	0%	-8%	-3%	-1%	9
Cc1cc(C)c(C#N)c(SCSCc2ccccc2)n1	14%	4%	0%	x	-0.2%	-13%	3%	1%	16%	-1
CCOC(=O)Cn1cc(C(=O)c2cccs2)c2ccccc21	0%	12%	-5%	-2%	0.0%	0%	-7%	0%	-14%	22
O=C(Oc1ccc([N+](=O)[O-])cc1)c1cncc(Br)c1	u	89%	5%[46.1 µM]	-12%	-0.3%	8%	0%	30%	-4%	1
N#Cc1c(N)n(-c2ccc(C(=O)O)cc2)c2nc3ccccc3nc12	0%	-4%	-2%	10%	0.2%	44%[activator]	-2%	4%	16%	2
CC(C)CC1=NN(C(=O)c2ccncc2)C(O)(C(F)(F)F)C1 (configuration not stated)	u	13%	-4%[46.1 µM]	4%	0.0%	-7%	0%	-5%	13%	0
O=C(COC(=O)c1n[nH]c2ccccc12)NC(=O)NC12CC3CC(CC(C3)C1)C2	12%	-37%	4%	-2%	-1.0%	2%	-3%	-10%	-39%	-2

Source: PubChem (National Center for Advancing Translational Sciences (NCATS))
